PERK inh – inhibitors of human PERK kinase; CHO PERK-DD fusion, SEAP luminescence translation reporter; inhibition, % at 5.6 µM; 220,000 compounds, 0.17% hits;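 active = inhibition above the mean inhibition of all tested compounds plus 3 SD, set separately per screening campaign, cut at about 2.9% in these data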;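 also: PERK kinase domain activated by AP20187 dimerizer at 100 nM; 0% = DMSO with dimerizer and 100% = rapamycin at 8.4 µM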
p97 ATPase inh – human p97 ATPase inhibition | P55072 | recombinant p97 ATPase, Kinase-Glo ATP luminescence, 3 h | inhibition, % at 8 µM | 220,000 compounds, 0.42% hits; in the data active = inhibition above about 15%;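 also: 0% = DMSO vehicle and 100% = wells lacking enzyme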
Wee1 degr inh – inhibitors of human Wee1 degradation; P30291; HeLa Luc-Wee1K328M stability, luciferase luminescence; 100% = proteasome inhibitor MG132 effect; reporter increase, % at 5 µM; 220,000 compounds, 1.2% hits; AID 1321;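 active = activation above the mean of all tested compounds plus 3 SD, set per screening run, cut at about 8.8% in these data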;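 also: cells exposed to compound for 20 h before luminescence read; 0% = DMSO alone and 100% = MG132 at 30 µM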
Furin inhibitor – inhibitors of human furin; purified furin, fluorogenic substrate cleavage; AID 463115; P09958; inhibition, % at 30 µM; 220,000 compounds, 0.061% hits; in the data active = inhibition above about 25%; also: inactives centre near -15
Target sequence (P09958 108-714 limits assumed): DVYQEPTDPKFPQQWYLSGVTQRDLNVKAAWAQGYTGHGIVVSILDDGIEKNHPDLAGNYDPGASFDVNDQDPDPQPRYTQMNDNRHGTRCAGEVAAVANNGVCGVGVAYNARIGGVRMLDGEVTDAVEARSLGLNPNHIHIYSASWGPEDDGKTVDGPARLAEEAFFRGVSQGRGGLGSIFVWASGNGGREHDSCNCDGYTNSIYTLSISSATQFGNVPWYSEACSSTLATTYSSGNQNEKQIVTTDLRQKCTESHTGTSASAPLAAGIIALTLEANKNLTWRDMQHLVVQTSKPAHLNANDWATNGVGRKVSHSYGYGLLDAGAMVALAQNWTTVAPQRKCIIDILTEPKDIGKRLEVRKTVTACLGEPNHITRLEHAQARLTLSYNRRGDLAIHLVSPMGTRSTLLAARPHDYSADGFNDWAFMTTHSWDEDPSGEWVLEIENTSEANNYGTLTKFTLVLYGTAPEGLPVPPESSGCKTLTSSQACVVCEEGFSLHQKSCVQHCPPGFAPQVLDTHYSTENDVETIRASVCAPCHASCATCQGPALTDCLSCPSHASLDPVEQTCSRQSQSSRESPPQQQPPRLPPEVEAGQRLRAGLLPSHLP
FXIa inh – blocks human coagulation factor XIa protease activity; P03951; purified FXIa, Boc-Glu-Ala-Arg-AMC fluorogenic substrate; inhibition, % at 5 µM; 220,000 compounds, 0.14% hits; AID 798;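 active = inhibition of at least 40%; inactive = inhibition below 40%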;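 also: fluorescence of freed AMC excited at 355 nm; 0% = enzyme without compound and 100% = no enzyme blank; many of its hits are not listed in these tables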
FXIIa inh 1536 – factor XIIa (human) inhibition; 220,000 compounds, 0.3% hits; purified FXIIa, Boc-QGR-AMC fluorogenic substrate, 2 h; inhibition, % at 5 µM; AID 800; in the data active = inhibition above about 40%;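 also: 0% = enzyme with no compound and 100% = blank without enzyme; many of its hits are not listed in these tables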
Cl transport mod – modulates chloride dependent transport by human KCC2; Q9H2X9; KCC2 cells, thallium flux FluoZin-2 fluorescence; B-score of Tl+ flux slope (higher = more flux/activation; lower = inhibition) at 10 µM; 190,000 compounds, 2.2% hits;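 active = thallium flux slope and its plate-corrected score both differing from the plate sample mean at a set confidence after two filtering rounds, in either direction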;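 also: slope of fluorescence scaled to starting intensity during 10 to 20 s after thallium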
Thrombin inh – inhibitors of human thrombin; 220,000 compounds, 0.26% hits; alpha-thrombin, Boc-VPR-AMC fluorogenic substrate cleavage; inhibition, % at 5 µM;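 active = inhibition at or above 40%; inactive = inhibition below 40%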;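 also: 0% = enzyme with no compound and 100% = wells without enzyme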
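System – human alpha-thrombin · Medium – pH 7.5 Tris (50 mM) with NaCl 150 mM, Tween 20 0.05% · Compound – single-point dosing at 5 µM, 0.2% DMSO · Incubation – enzyme reaction carried out at room temperature · Technique – fluorescence of released AMC, ex 355 nm, em 460 nm · Read-out basis – % inhibition of thrombin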
hK5 inh – blocks human kallikrein 5 protease activity. Q9Y337. recombinant hK5, fluorogenic AMC substrate cleavage. inhibition, % at 5 µM. 210,000 compounds, 0.59% hits;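 active = inhibition of 40% or more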;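 also: 0% = enzyme controls without compound and 100% = no-enzyme blanks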
Target sequence (Q9Y337 67-293 limits assumed): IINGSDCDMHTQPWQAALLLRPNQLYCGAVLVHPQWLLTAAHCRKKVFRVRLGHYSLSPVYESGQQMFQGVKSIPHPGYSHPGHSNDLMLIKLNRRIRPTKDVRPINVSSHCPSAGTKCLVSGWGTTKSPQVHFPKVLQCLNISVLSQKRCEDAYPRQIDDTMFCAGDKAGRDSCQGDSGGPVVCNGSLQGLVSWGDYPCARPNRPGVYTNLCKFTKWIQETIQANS
The depositor's hits bear a star; . = no result given; [ ] = another dose, or the depositor's remark.

SMILES	PERK inh	p97 ATPase inh	Wee1 degr inh	Furin inhibitor	FXIa inh	FXIIa inh 1536	Cl transport mod	Thrombin inh	hK5 inh
O=S(=O)(c1ccc(-c2ccon2)s1)N1CCN(c2ccncc2)CC1	-0.5	3	2	-2	20	33	0.79	28	20
Cc1nc(COC(=O)c2ccc(S(=O)(=O)N3CCCC3)cc2)cs1	0.5	0	2	-21	4	-2	0.42	2	5
N#C/C(=C(/O)CN1C(=O)c2ccccc2C1=O)c1nc2ccccc2[nH]1	-0.5	2	2	2	-1	12	-1	3	-148
Cc1ccc(NC(=O)CSc2nnc(-c3n[nH]c4ccccc34)n2-c2ccccc2)c(C)c1	-1.3	-2	5	-3	14	7	-0.63	-4	-9
Cc1cccn2c(CN3CCSCC3)c(C(=O)N3CCOCC3)nc12	0.6	0	4	-26	1	6	0.57	-3	.
CC(C)CC(NS(=O)(=O)c1ccc2c(c1)oc(=O)n2C)C(=O)NC1CCCc2ccccc21 (stereo not drawn)	1.3	-2	-3	-28	8	14	.	1	-2
Cc1cc2cc(CNC(=S)NC3CCCCC3)ccc2n1C	-0.1	-1	-1	-27	-5	7	0.87	-10	-9
CCCCCCC(=O)N/N=C1\CCCc2ccccc21	-0.2	-5	0	-14	-4	8	0.03	-12	-18
O=S(=O)(Nc1ccc(Cl)cn1)c1cnc(Cl)c(Br)c1	0.1	3	0	-22	0	10	-1.2	1	3
O=C(COc1nnnc2ccccc12)N1CCCc2ccccc21	0.0	5	-1	-13[20 µM]	-5	9	-0.35	-6	1
CCCCC(=O)NC(c1ccccc1OC)c1ccc2cccnc2c1O (stereo not drawn)	-1.4	3	5	-20	3	7	-1.7	0	-16
COc1ccc(/C(C)=N/NC(=O)c2ccc(CSc3nncn3C)cc2)cc1	0.8	3	4	-25	2	6	-0.057	4	-5
CCn1cc(S(=O)(=O)CC(=O)NC2CCCCC2)c2ccccc21	0.3	-4	0	-22	-1	13	-0.012	0	13
CC(=O)Nc1ccc(C(=O)OCC(=O)Nc2ccccc2Sc2ccccc2)cc1	0.0	3	1	-25	6	11	-0.98	0	-11
C=CCOCCN(CCOCC=C)C1=NS(=O)(=O)c2ccccc21	0.5	2	1	-15	-4	2	-0.53	2	-4
COc1ccccc1-c1ccc(=O)n(CC(=O)NCC2CCCO2)n1 (stereo not drawn)	-0.1	0	2	-20	0	11	1.9	-4	4
Cc1ccc2oc(=O)c(/C=C(\O)CC(C)C)nc2c1	1.5	4	4	-15	8	15	-1.1	2	-13
Nc1ccc(C(=O)Nc2ccc3nc(-c4ccncc4)[nH]c3c2)cc1	1.1	7	1	9	-4	0	0.33	-3	-10
COc1cccc(CNC(=O)C2CCCN(S(=O)(=O)c3c(C)[nH]c(=O)[nH]c3=O)C2)c1 (stereo not drawn)	0.1	3	-2	-12[20 µM]	3	17	0.38	8	-1
CCNc1nc(NC(C)(C)C)nc(N2CCCCC2)n1	0.6	3	0	7	-2	3	-0.44	-8	-7
CCOC(=O)CN1NC2(CCCCC2)NC1=S	-0.9	-3	-1	0[20 µM]	-3	10	1.2	-1	-9
O=C(c1cnn2c(C(F)F)cc(-c3ccccc3)nc12)N1CCCCC1c1cccnc1 (stereo not drawn)	-1.8	-4	2	-6	2	7	-0.36	2	0
O=C(COC(=O)c1cc(=O)[nH]c2ccccc12)c1ccc(Br)cc1	0.4	4	9	-7	4	17	0.2	19	3
COc1ccc(N2C(=O)C(CC(=O)Nc3ccc(F)cc3)N(CCc3ccc(OC)c(OC)c3)C2=O)cc1 (stereo not drawn)	-0.5	0	2	-10	0	7	-0.83	-6	21
COc1ccc(CCNC(=O)CSc2nnc(-c3cccc(C)c3)o2)cc1OC	-0.8	2	-1	-24	-1	-9	1.1	-7	-5
Cc1nnn(C23CC4CC(CC(CC(=O)Nc5cccc(F)c5)(C4)C2)C3)n1	-0.5	-2	-3	-9	12	13	-1.8	-2	10
Oc1ccc(N2CCN(c3nc(-c4cccs4)nc4ccccc34)CC2)cc1	1.1	10	-1	-23	2	10	.	1	0
O=C(NCCCN1CCN(c2ccccc2F)CC1)C1CCN(S(=O)(=O)N2CCOCC2)CC1	0.6	4	-1	-9	-2	9	0.87	-1	-1
O=S(=O)(/N=C/c1c(O)ccc2ccccc12)c1cccs1	2.1	3	1	-22[20 µM]	5	19	0.68	3	0
O=C1SC(c2ccccc2)=N/C1=C/c1ccco1	1.5	8	-2	-20	1	13	0.8	3	-6

Structures shown so far that contain fluorine:
SMILES	PERK inh	p97 ATPase inh	Wee1 degr inh	Furin inhibitor	FXIa inh	FXIIa inh 1536	Cl transport mod	Thrombin inh	hK5 inh
O=C(c1cnn2c(C(F)F)cc(-c3ccccc3)nc12)N1CCCCC1c1cccnc1 (stereo not drawn)	-1.8	-4	2	-6	2	7	-0.36	2	0
COc1ccc(N2C(=O)C(CC(=O)Nc3ccc(F)cc3)N(CCc3ccc(OC)c(OC)c3)C2=O)cc1 (stereo not drawn)	-0.5	0	2	-10	0	7	-0.83	-6	21
Cc1nnn(C23CC4CC(CC(CC(=O)Nc5cccc(F)c5)(C4)C2)C3)n1	-0.5	-2	-3	-9	12	13	-1.8	-2	10
O=C(NCCCN1CCN(c2ccccc2F)CC1)C1CCN(S(=O)(=O)N2CCOCC2)CC1	0.6	4	-1	-9	-2	9	0.87	-1	-1

(listing goes on)
SMILES	PERK inh	p97 ATPase inh	Wee1 degr inh	Furin inhibitor	FXIa inh	FXIIa inh 1536	Cl transport mod	Thrombin inh	hK5 inh
O=Cc1ccccc1Oc1nc(N2CCOCC2)nc(N2CCOCC2)n1	0.2	-2	-1	-21	-3	.	-0.26	-4	0
CCOc1ccc(Cn2nnc(C(=O)NCc3ccccc3)c2N)cc1	-0.6	-8	1	-9	1	12	.	-4	-5
CCOC(=O)C1CCN(c2ncnc3cc(OC)c(OC)cc23)CC1	0.1	-4	-2	-14	2	13	0.71	-3	3
C(=N\Nc1nccc(-c2cccnc2)n1)/c1ccccc1	-0.6	-19	0	3	-1	1	0.38	-5	1
CCOC(=O)c1c(C(F)(F)F)cc(-c2ccc(F)cc2)nc1C	1.1	6	2	-20	-3	3	0.37	-8	-3
CCOc1cc2[nH]c(=S)n(CCCN3CCOCC3)c(=O)c2cc1OCC	-0.6	10	2	-3	-1	-13	0.096	-12	-12
Cc1ccc(C)c(NC(=O)CCN2CC(C)OC(C)C2)c1 (stereo not drawn)	0.6	1	-5	-14	-4	3	0.23	0	-20
COc1ccc(OC)c(NC(=O)C(=O)NCc2ccncc2)c1	0.2	1	1	-4	4	10	0	0	-3
NC(=O)C1CCN(c2ncccc2[N+](=O)[O-])CC1	-0.1	5	2	-11	-5	3	0.14	0	-7
O=C(CSc1ncn[nH]1)NN(c1ccccc1)c1ccccc1	0.4	-5	0	-9	7	2	-0.21	-2	-9
O=C(O)CCN1C(=O)C(=C2CCCCCC2)SC1=S	1.5	5	-1	-10	5	11	.	6	3
CCOc1ccccc1NC(=O)COC(=O)C(CC(C)C)N1C(=O)C2CC=CCC2C1=O (stereo not drawn)	0.2	0	1	-15	-1	9	-0.6	-9	-5
Clc1ccccc1CN(Cc1ccccc1)C(c1cccs1)c1nnnn1C1CCCC1 (stereo not drawn)	0.5	-3	-2	-4[20 µM]	1	16	0.47	-3	10
COC(C(=O)Nc1cc([N+](=O)[O-])ccc1C)c1ccccc1 (stereo not drawn)	1.1	4	-2	-24	-1	1	-2.4	-11	.
O=C(NNC(=O)C1CCN(S(=O)(=O)c2ccc(Cl)cc2)CC1)c1ccc(S(=O)(=O)N2CCCCC2)cc1	0.6	7	2	-28	8	11	0.098	2	4
CS(=O)(=O)N(CC(=O)NC1CCCCC1)c1cccc(F)c1	-0.7	2	1	-22	-6	11	-0.1	-2	4
COc1ccc(OC)c(N=c2ssnc2Cl)c1	0.1	11	2	-11[20 µM]	-9	-15	0.91	1	-7
C/C(=C/C(=O)Nc1cccc(F)c1)N1CCCC1	0.3	4	-2	-20	-3	4	0.21	9	-3
COc1ccc(N2C(=O)C(CC(=O)Nc3ccccc3)N(Cc3ccc4c(c3)OCO4)C2=O)cc1 (stereo not drawn)	-0.7	2	0	-13	5	24	-0.49	1	-12
COc1ccc(NC(=O)c2cc(-c3ccccc3)nc3c2c(C)nn3-c2ccccc2)c(OC)c1	-0.9	3	3	-9	8	10	1.7	2	-23
CCOc1ccc(-c2c(C(=O)N/N=C/c3ccc(O)cc3)nnn2-c2nonc2N)cc1	0.2	5	-1	-7	-3	-4	-1.3	-17	-4
CC(C)C(=O)Nc1cc(S(=O)(=O)Nc2cccc(Cl)c2)ccc1Cl	-0.3	2	-2	-10	3	12	-0.038	-15	-7
COC(=O)c1[nH]c(C)c(/C(O)=C2\C(=O)C(=O)N(CCN(C)C)C2c2cccs2)c1C (stereo not drawn)	0.1	-3	-2	-19[20 µM]	7	17	0.084	0	-25
CC(C)Cn1c2c(c(=O)[nH]c1=O)C(C(F)(F)F)(C(F)(F)F)N=C(CCC1CCCCC1)N2	0.3	-1	-2	-6	-2	8	0.089	-3	-15
CCCN1C(=O)NC2(O)C(=O)c3ccccc3C12O (stereo not drawn)	2.1	3	-5	-24	-3	6	-0.0011	-5	6
O=[N+]([O-])c1ccc(Cl)cc1CNc1ccc(F)c(F)c1	0.4	3	-2	-4	-2	6	-2	10	1
COc1cc(NC(=S)NCc2ccco2)c(OC)cc1Cl	2.1	2	-1	-26	-2	0	-0.3	2	-7
Cc1ccc(C)c2nc3sc(C(=O)N4CCOCC4)c(N)c3cc12	0.2	3	1	-13	1	14	-1.1	15	-1
COc1ccc(OC)c(NC(=O)c2cccnc2Sc2cc(C)ccc2C)c1	-0.5	1	3	-20	0	5	-0.24	-8	-2
O=C(CCC(=O)OC(C(=O)c1ccccc1)c1ccccc1)Nc1ccccc1 (stereo not drawn)	0.7	0	-1	-11[20 µM]	6	14	-0.13	-2	1
O=c1c(Cc2ccccc2O)c(O)nc2n1CCCS2	1.7	8	2	-22	2	11	-1.5	0	-8
Cc1cc(C)c(OCCN2C(=O)NC(C)(C)C2=O)c(Cl)c1	-1.1	-1	-1	-6[20 µM]	-3	17	.	3	-4
O=C(CSc1nnc(-c2ccccn2)n1Cc1ccccc1)NC1CCCC1	0.1	7	4	-20	1	12	0.66	1	-1
CCOC(=O)c1cc(S(=O)(=O)N2CCN(C(=O)OCC)CC2)cn1C	0.4	1	2	-6	0	7	.	0	-12
O=S(=O)(Nn1cnnc1)c1ccccc1Cl	1.9	3	1	-9[20 µM]	-6	4	0.022	0	-11
CC1CCCN(S(=O)(=O)c2ccc3c(c2)n(C)c(=O)c(=O)n3C)C1 (stereo not drawn)	2.0	2	-1	-16	5	10	0.099	2	5
CCOc1cccc(C(=O)Nc2ccc(N3CCN(S(C)(=O)=O)CC3)cc2)c1	1.5	7	-3	-26	-18	3	0.45	-1	-17
Cc1nnc(NC(=O)CC(CN(C)S(=O)(=O)c2ccccc2)c2ccccc2)s1 (stereo not drawn)	-0.1	0	-1	-25	-7	0	0.54	-11	-27
COc1ccc(C(=O)CN(Cc2ccccc2)C2=NCCS2)cc1	0.7	3	5	-5	5	13	0.81	-13	-10
COc1cccc(C(=O)COC(=O)c2n[nH]c(=O)c3ccccc23)c1	1.0	8	0	-25	-3	3	.	-1	1
O=C(C1c2ccccc2C(=O)N2CCc3ccccc3C12)N1CCN(Cc2ccccc2)CC1 (stereo not drawn)	0.0	-1	-1	-32[20 µM]	2	13	.	1	1
CSc1sc(C(=O)N2CCCCC2)c(-c2cccs2)c1C#N	-0.1	-2	2	-14	-2	8	-1.8	4	2
O=C(NC1CCCCC1)c1cc2nc3c(c(C(F)(F)F)n2n1)CCCC3	-0.9	-2	5	-16[20 µM]	-5	8	-0.77	-9	-4
